# CIT2-GFP yeast = modulators of CIT2-GFP expression in yeast, primary screen, S. cerevisiae, GFP fusion, multiplex flow cytometry, MLPCN library | AID 2029, 2009 | 320,000 compounds, 0.065% hits | GFP response vs DMSO, % at 10 µM | S. cerevisiae CIT2-GFP strain, 3 h; 100 means same as DMSO wells;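 active means GFP response relative to DMSO above a set limit, near the screen mean plus 3 SD, cut at about 150% in these data; inconclusive means Fewer than 70 cells measured for a yeast strain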;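 further: ratio of well median GFP fluorescence to mean of DMSO wells on the plate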
# LAP4-GFP MLPCN = modulators of LAP4-GFP expression in yeast, primary screen, S. cerevisiae, multiplex flow cytometry, MLPCN library. 3 h; median GFP as percent of DMSO wells. GFP response vs DMSO, % at 10 µM. AID 2023, 2009. 320,000 compounds, 0.34% hits;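 active means GFP response vs DMSO above a set limit, about the screen mean plus 3 SD, cut at about 150% in these data; inconclusive means under 70 cell events counted for the yeast strain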
# AHR activator = AHR activators, primary screen, cell-based, luminescence, luciferase reporter, human; Aryl hydrocarbon receptor (Homo sapiens), P35869; AHR-responsive luciferase reporter cells; activation, % at 5 µM; 320,000 compounds, 2.5% hits; AID 2796, 2010; in the data active means activation above about 47%;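 further: 0% = vehicle wells and 100% = reference agonist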
# Target sequence (P35869 whole entry, looked up): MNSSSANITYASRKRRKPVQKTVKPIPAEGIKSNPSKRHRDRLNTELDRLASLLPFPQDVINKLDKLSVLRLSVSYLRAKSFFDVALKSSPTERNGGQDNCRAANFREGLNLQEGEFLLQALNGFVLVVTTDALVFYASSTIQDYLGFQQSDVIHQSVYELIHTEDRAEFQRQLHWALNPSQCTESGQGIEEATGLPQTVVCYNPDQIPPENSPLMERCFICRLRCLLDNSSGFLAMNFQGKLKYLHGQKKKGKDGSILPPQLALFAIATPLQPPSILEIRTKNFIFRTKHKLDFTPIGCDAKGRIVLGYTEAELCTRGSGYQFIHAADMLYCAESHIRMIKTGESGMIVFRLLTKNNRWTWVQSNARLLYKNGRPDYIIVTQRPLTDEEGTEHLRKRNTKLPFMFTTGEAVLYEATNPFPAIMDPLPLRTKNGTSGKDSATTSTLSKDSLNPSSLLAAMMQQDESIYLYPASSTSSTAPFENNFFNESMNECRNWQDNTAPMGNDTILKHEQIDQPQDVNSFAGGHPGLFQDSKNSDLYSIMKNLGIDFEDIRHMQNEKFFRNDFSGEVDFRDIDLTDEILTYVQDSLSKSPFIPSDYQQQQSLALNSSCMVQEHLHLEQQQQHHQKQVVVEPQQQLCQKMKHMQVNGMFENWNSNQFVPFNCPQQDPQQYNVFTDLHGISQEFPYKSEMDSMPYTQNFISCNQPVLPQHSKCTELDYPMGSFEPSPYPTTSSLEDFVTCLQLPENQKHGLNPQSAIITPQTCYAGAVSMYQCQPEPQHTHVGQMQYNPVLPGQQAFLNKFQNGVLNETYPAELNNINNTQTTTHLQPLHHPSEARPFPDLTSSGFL
# MEP2 TOR yeast = modulators of MEP2-GFP levels in yeast, primary screen, S. cerevisiae, multiplex flow cytometry, MLPCN library; S. cerevisiae MEP2-GFP strain, 3 h; 100% = DMSO control level; GFP response vs DMSO, % at 10 µM; 330,000 compounds, 0.51% hits;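 active means GFP response versus DMSO above a set limit, roughly screen mean plus 3 SD, cut at about 180% in these data; inconclusive means fewer than 70 cells counted for a yeast strain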;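 further: median GFP fluorescence of the barcode-gated MEP2-GFP cells per well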
# procasp7 counter = procaspase-7 activators, primary screen, counter-screen for procaspase-3 activator project, biochemical, absorbance, HTS, human; Caspase-7 (Homo sapiens), P55210; recombinant procaspase-7, Ac-DEVD-pNA absorbance 405 nm; D23A/D198A/D206A triple mutant, cannot self-cleave; scale: DMSO 0, 5 µM enzyme 100; 330,000 compounds, 0.093% hits; activation, % at 8.5 µM;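 active means percent activation above the screen-wide mean plus 3 SD, cut at about 25% in these data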
#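 System: Uncleavable procaspase-7 mutant enzyme; Amount: 2 µM procaspase-7 mutant as dispensed; Schedule: 1 h compound preincubation, 2 h substrate cleavage, 25 °C; Measured by: 405 nm absorbance of p-nitroaniline; Evaluation: percent activation from buffer-corrected 0–120 min absorbance change; Control set: low DMSO alone, high DMSO plus 5 µM PC-7.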
# RPL19A-GFP yeast = RPL19A-GFP expression modulators in yeast, primary screen, cell-based, S. cerevisiae, multiplex flow cytometry, MLPCN; S. cerevisiae RPL19A-GFP strain, 3 h; hits give low values; percent response vs DMSO, % at 10 µM; 330,000 compounds, 0.3% hits;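 active means percent response vs DMSO below 50%; inconclusive means fewer than 70 events counted for the yeast strain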;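 further: median channel GFP fluorescence of the barcoded RPL19A-GFP strain; ratio of sample median GFP to plate DMSO average so 100% = DMSO; lower means less RPL19A-GFP as with rapamycin TOR inhibition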
# AGP1-GFP MLPCN = modulators of AGP1-GFP expression in yeast TOR pathway, primary screen, cell-based, multiplex flow cytometry, S. cerevisiae, MLPCN library; GFP response vs DMSO, % at 10 µM; AID 2066, 2009; 320,000 compounds, 0.02% hits; 3 h; GFP as percent of DMSO wells;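 active means GFP response relative to DMSO above a set limit, near screen average plus 3 SD, cut at about 150% in these data; inconclusive means fewer than 70 cells counted for the yeast strain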;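 further: median GFP channel fluorescence of the gated AGP1 strain per well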
# procasp3 activ = activators of human procaspase-3 D3A mutant, primary screen, biochemical, absorbance, PC-3 D3A mutant, single concentration; recombinant procaspase-3 D3A, Ac-DEVD-pNA absorbance 405 nm; 330,000 compounds, 0.11% hits; Caspase-3 (Homo sapiens), P42574; activation, % at 8.5 µM;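 active means activation above the mean of all tested compounds plus 3 SD, cut at about 21% in these data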;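 further: 0% = DMSO alone and 100% = DMSO wells spiked with extra 5 µM PC-3 D3A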
# Target sequence (P42574 whole entry D9A/D28A/D175A): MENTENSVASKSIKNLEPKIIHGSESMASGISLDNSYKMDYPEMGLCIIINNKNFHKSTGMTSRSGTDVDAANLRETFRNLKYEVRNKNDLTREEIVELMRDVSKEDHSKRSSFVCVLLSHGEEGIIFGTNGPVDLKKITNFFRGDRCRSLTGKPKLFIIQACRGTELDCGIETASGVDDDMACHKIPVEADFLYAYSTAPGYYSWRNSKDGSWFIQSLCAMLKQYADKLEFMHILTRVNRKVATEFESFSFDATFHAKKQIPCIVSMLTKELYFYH
#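 Assay system – Procaspase-3 D3A mutant, all three cleavage aspartates alanine · Controls – DMSO-only low control, 5 µM PC-3 D3A high control · Schedule – 1 h compound preincubation, 2 h substrate hydrolysis at 25 °C · Signal – 405 nm absorbance of p-nitroaniline, reads at 0 and 120 min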
# * = called active by the depositor; u = inconclusive; x = no result given. Compounds were not picked by outcome (roughly 3.5% active in at least one column).
SMILES,CIT2-GFP yeast,LAP4-GFP MLPCN,AHR activator,MEP2 TOR yeast,procasp7 counter,RPL19A-GFP yeast,AGP1-GFP MLPCN,procasp3 activ
CCN(CC)c1nc(-c2ccccc2)cc(C(F)(F)F)c1C#N,u,u,9.3,u,5.1,u,u,5.0
O=C(NC1CCCC1)C(c1ccncc1)N(C(=O)c1csnn1)c1ccc(F)cc1 (configuration not stated),98.4,99.9,-0.1,106.3,-1.4,103.3,103.8,-0.9
CCOC(=O)c1cc(C)n(Cc2ccccc2)c1C,94.0,100.1,0.1,99.7,15.4,96.7,103.6,3.0
CSc1ccc(C(=O)C2CCCN(Cc3cccc4nccnc34)C2)cc1 (configuration not stated),97.2,98.2,4.8,103.7,3.1,101.9,97.6,1.5
O=C(NCCc1ccccc1)c1ccc2nc(N3CCOCC3)sc2c1,95.0,97.2,20.2,98.5,-4.6,97.0,98.4,5.6
COc1ccc(C(=O)Nc2ccc(S(=O)(=O)N3CCCC3)cc2)c(OC)c1,97.3,101.8,-4.3,99.3,-10.3,96.2,95.0,7.4
O=C(NC1CC1)C1=NOC(CNc2ncc(C(F)(F)F)cc2Cl)C1 (configuration not stated),99.4,90.7,-4.9,95.6,0.8,92.5,93.2,5.1
COc1ccc(-c2csc(NC(=O)CN3C(=O)C4CC=CCC4C3=O)n2)cc1OC (configuration not stated),101.0,100.2,11.2,104.0,1.2,104.7,104.5,-2.4
COc1ccc(NC(=O)C2CCCO2)cc1OC (configuration not stated),93.2,102.7,0.1,102.3,2.5,100.3,103.5,-3.5
CCCS(=O)(=O)N1CCN(C(=O)c2cccs2)CC1,97.7,101.7,1.7,102.8,-7.2,101.0,99.4,-4.4
CN(Cc1c(C(=O)N/N=C/c2c(F)cccc2Cl)nnn1-c1nonc1N)c1ccccc1,97.3,96.1,0.7,100.4,-1.3,100.5,96.0,2.4
COc1ccc(-c2noc(N3CCC(C(=O)NCCCN4CCCCC4)CC3)n2)cc1,102.6,98.7,0.3,100.7,1.1,98.8,105.4,-0.3
CC(=O)c1ccc(NC(=O)C2CCCN(S(=O)(=O)c3c(C)[nH]c(=O)[nH]c3=O)C2)cc1 (configuration not stated),99.1,98.3,-1.1,97.0,-3.5,95.5,97.0,-3.5
N#Cc1c(NC(=O)CSc2ncn[nH]2)sc2c1CCCC2,102.1,x,-8.7,99.8,6.8,100.6,105.3,-4.4
CC1CCN(C(=O)CN2C(=O)C(=O)c3ccccc32)CC1,96.4,91.5,1.2,88.4,-3.9,102.5,99.4,4.4
CCN1CCCC1CNC(=O)CN(C)S(=O)(=O)c1ccc(Cl)cc1 (configuration not stated),91.1,114.6,-1.1,98.5,3.4,97.3,101.7,-1.5
O=C(c1ccc(=O)[nH]n1)N1CCN(S(=O)(=O)c2ccc3ccccc3c2)CC1,101.5,110.5,-0.9,102.4,2.3,103.0,105.9,-5.1
CN(C)C(=O)CSc1nnc(Cc2ccc3c(c2)OCO3)o1,103.6,92.5,-1.9,101.3,-2.1,100.7,99.0,-3.7
O=C(COC(=O)c1cnccn1)c1ccc(Cl)c([N+](=O)[O-])c1,100.4,114.0,15.9,96.0,-3.3,101.7,115.5,5.9
O=c1[nH]cnc2scc(-c3ccc(-c4ccccc4)cc3)c12,x,95.5,15.7,108.0,-10.1,103.3,104.2,9.1
O=C(CN(CCO)c1ccccc1)NC12CC3CC(CC(C3)C1)C2,101.8,98.3,0.1,99.2,6.0,100.8,100.7,4.6
N=c1sccn1CC(=O)Nc1ccc(Cl)cc1[N+](=O)[O-],110.2,107.3,-1.2,95.6,-3.5,96.1,102.6,-3.9
COc1nc(N2CCCCCC2)nc(N2CCCCCC2)n1,98.8,100.0,0.8,102.6,0.4,98.0,98.3,-15.6
CC(=O)Nc1ccc(N=Cc2ccc(OCc3ccccc3)cc2)cc1,81.2,119.5,0.4,96.0,14.7,98.3,98.5,1.1
O=C(CSc1nnc(C2CC2)n1-c1ccccc1)NCCc1ccccc1,99.5,97.2,1.2,100.0,0.3,94.8,95.2,-10.4
COc1ccc(C(C)(C)C)cc1NC(=O)c1ccccc1-n1cnnn1,83.7,82.7,13.2,96.9,-7.2,95.4,82.9,2.3
COc1cccc2cc(-c3nnc(SCC(=O)Nc4nc(C)cs4)n3C)oc12,89.7,94.1,3.3,99.9,-1.0,99.8,94.0,-1.7
CC(C)N(NC(=O)c1cccc2ccccc12)C(C)C,94.9,98.5,0.9,94.8,5.3,88.4,95.8,-3.1
c1ccc(Cc2ccc(OCCCNC3CCCC3)cc2)cc1,95.9,93.0,8.2,104.3,-6.5,99.2,97.4,4.1
Cn1c(O)c(N=NC(=O)Cn2c(C(F)(F)F)nc3ccccc32)c2ccccc21,107.0,105.2,-1.2,109.7,-8.1,110.7,108.8,-7.5
CC(=O)c1ccc(NC(=O)C[n+]2ccc(N(C)C)cc2)cc1,87.2,102.9,x,99.5,x,108.1,108.5,x
CCOC(=O)c1c(S(=O)(=O)NCC(=O)Nc2ccccc2OC)c(C)n(C)c1C,102.4,104.3,-0.2,96.6,11.9,96.2,107.9,0.9
Cc1ccccc1NC(=O)CSc1nc(N)c(C#N)c(-c2cccs2)c1C#N,99.9,100.3,6.0,97.8,-3.6,102.9,106.4,4.5
Cc1nc(-c2cccc(C(F)(F)F)c2)sc1C(=O)O,96.7,109.4,7.2,96.9,-2.4,104.0,89.4,1.1
NS(=O)(=O)c1ccc(CNC(=O)C(Cc2ccccc2)NS(=O)(=O)c2ccccc2F)cc1 (configuration not stated),104.2,95.5,2.0,106.2,-0.6,97.7,90.5,4.3
CCSc1nnc(SCC(=O)NNC(=O)c2ccccc2F)s1,95.9,92.1,0.9,96.0,3.5,94.9,99.8,-3.4

# 2 records drawn at random from those above:
SMILES,CIT2-GFP yeast,LAP4-GFP MLPCN,AHR activator,MEP2 TOR yeast,procasp7 counter,RPL19A-GFP yeast,AGP1-GFP MLPCN,procasp3 activ
Cc1ccccc1NC(=O)CSc1nc(N)c(C#N)c(-c2cccs2)c1C#N,99.9,100.3,6.0,97.8,-3.6,102.9,106.4,4.5
COc1cccc2cc(-c3nnc(SCC(=O)Nc4nc(C)cs4)n3C)oc12,89.7,94.1,3.3,99.9,-1.0,99.8,94.0,-1.7

# (next part)
SMILES,CIT2-GFP yeast,LAP4-GFP MLPCN,AHR activator,MEP2 TOR yeast,procasp7 counter,RPL19A-GFP yeast,AGP1-GFP MLPCN,procasp3 activ
Nc1nc(-c2ccc(C(=O)O)cc2)cs1,101.5,99.9,-0.6,97.7,1.6,100.8,106.9,-5.6
CC(NC(=S)Nc1ccccc1C(F)(F)F)C1CC2CCC1C2 (configuration not stated),91.3,107.2,0.3,91.7,-3.6,96.4,93.4,-2.0
CC1(OC(=O)C2CCCC2)C(=O)C=C2C=C3CCCCN3C=C2C1=O (configuration not stated),96.5,98.8,-2.2,90.0,-4.0,95.7,88.3,1.6
O=C(NCc1ccco1)C1CCCN(S(=O)(=O)c2cccc3cccnc23)C1 (configuration not stated),100.0,100.4,3.6,114.5,-3.8,98.2,100.9,2.7
Cc1noc(C)c1CCC(=O)N1CCCC(CO)(Cc2ccccc2)C1 (configuration not stated),97.0,92.3,0.6,96.4,7.3,103.3,100.0,16.5
COc1ccc(-c2ccc3oc(-c4ccsc4)c(-c4ccc(Br)nc4)c3c2)cc1,95.0,93.5,101.9*,95.1,-1.1,96.1,96.5,-3.7
O=C(NC(=S)Nc1ccc2oc(=O)ccc2c1)c1ccccc1F,91.8,90.0,-4.4,92.4,-7.9,94.9,95.4,2.3
COc1cccc(S(=O)(=O)N2CCOCC2)c1,99.1,87.9,-1.5,95.6,5.4,96.8,99.0,3.4
CN(C)C(=S)NC1CCS(=O)(=O)C1 (configuration not stated),107.8,106.2,-1.4,111.6,-5.8,102.2,105.3,5.8
COc1ccc(S(=O)(=O)N2CCC(C(=O)N3CCCC3)CC2)cc1C,93.1,92.7,-0.5,101.6,3.1,103.8,102.3,7.3
CCCCOc1ccc(N2C(=O)CC(N(O)c3ccccc3)C2=O)cc1 (configuration not stated),100.2,99.8,1.3,101.0,-0.8,102.0,100.7,-10.1
C=C(C)CN(CC)C(=O)c1ccc(OC2CCN(S(=O)(=O)N(C)C)CC2)cc1,105.8,121.0,-0.6,107.5,-1.6,94.0,84.1,-1.2
CCOC(=O)c1sc(Nc2nc3c(F)cccc3s2)cc1C,94.6,102.1,52.5*,102.4,9.4,99.8,98.2,10.3
Cc1ccc(NC(=O)CSCCc2ccccn2)nc1,105.4,96.8,0.1,105.4,-2.6,100.9,113.0,11.2
CCOCCn1c(=NC(=O)/C=C/c2ccccc2Cl)sc2cc(NC(C)=O)ccc21,100.7,98.1,26.6,132.3,-2.3,89.7,92.2,-5.7
CCCOC(=O)c1ccc(NC(=O)c2cc(Cl)ccc2OC)cc1,96.1,101.6,-3.4,102.6,6.0,99.1,100.2,8.0
COc1ccccc1CCN1CCCC(CN(C)Cc2ccc(OCCO)cc2)C1 (configuration not stated),97.2,103.5,0.0,95.6,-1.9,100.9,96.6,5.2
CCOc1ccc(N=Cc2ccc3ccccc3c2)cc1,101.7,90.2,0.1,93.5,-6.7,100.6,95.2,6.1
Cc1nnc(SCc2cc(=O)[nH]c(N3CCCCC3)n2)s1,98.7,89.9,29.5,98.0,6.3,100.0,101.1,-6.9
Cc1ccc(CNC(=O)C2CC(c3ccc([N+](=O)[O-])cc3)=NO2)cc1 (configuration not stated),87.8,117.9,-2.2,96.1,-5.0,102.0,93.0,-1.4
CSc1nc(Oc2cccc(C(F)(F)F)c2)cc(C(F)(F)F)n1,92.4,88.6,3.8,96.5,8.5,96.4,96.1,4.0
O=C(CSc1nnc(-c2c[nH]c3ccccc23)o1)NCC1CCCO1 (configuration not stated),97.1,101.3,9.1,99.9,2.6,101.0,100.5,9.0
COc1ccc2c(c1)nc(SCC(=O)C(C)(C)C)n2C,99.3,101.3,-7.1,95.4,3.6,94.8,97.6,-3.1
Cc1cccc(NC(=O)Cn2ccn(-c3ccc4c(c3)OCCO4)c(=O)c2=O)c1,100.0,94.0,-0.8,94.0,5.1,93.9,100.5,0.1
CCCCN1CN(S(=O)(=O)c2ccc(OC)cc2)c2nc3ccccc3nc21,97.3,87.5,7.9,90.7,-10.3,95.8,92.6,-6.5
COc1ccc(NC(=O)CN(Cc2ccccc2)S(C)(=O)=O)cc1OC,100.9,97.3,4.5,99.8,1.8,106.2,106.2,-5.0
O=C(c1ccc(CNS(=O)(=O)c2cccc(C(F)(F)F)c2)cc1)N1CCOCC1,101.9,101.3,-2.1,104.5,9.1,98.5,98.8,10.1
CCOC(=O)c1c(NC(=O)C2CCN(S(=O)(=O)c3cccs3)CC2)sc(C)c1C,92.9,93.6,-0.6,99.2,-9.8,98.9,103.2,-8.6

# Assay outcomes (PubChem)
